Assay outcomes as filed in PubChem BioAssay.
hcDAF12 agonist – H. contortus DAF-12 nuclear receptor activators, primary screen, cell-based, luminescence, HEK293, lit1-tk-luc reporter; HEK293 hcDAF-12 lit1-tk-luc reporter; 0% DMSO, 100% Δ7-dafachronic acid; activation, % at 6.8 µM; 1.4% of 370,000 active;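 active = activation above the mean of all tested compounds plus 3 SD, cut at about 5.5% in these data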;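 also: 100% = response to 3 µM Δ7-dafachronic acid high control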
hgDAF-12 ag – H. glycines DAF-12 receptor agonists, primary screen, cell-based, luminescence, HEK293, GAL4 fusion, UAS-luciferase. Nuclear hormone receptor DAF-12 (Heterodera glycines), GAL4 fusion. HEK293 GAL4-hgDAF12 UAS-luciferase reporter, agonist luminescence; normalized to butyrate control. activation, % at 6.8 µM. 1.8% of 370,000 active;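 active = activation above a cutoff set at the mean of all screened compounds plus 3 SD, cut at about 10% in these data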;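 also: 0% = DMSO wells and 100% = sodium butyrate wells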
SMARCA2 act – SMARCA2 (BRM) function activators, primary screen, cell-based, luminescence, high throughput; MG213 cells, MMTV-luciferase reporter, dexamethasone, overnight; activation, % at 9.1 µM; 1% of 370,000 active; in the data active = activation above about 7.8%;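 also: 0% = vehicle wells and 100% = reference activator wells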
NPR2 activator – human GC-B receptor activators, primary screen, HEK293 GC-B cells, cGMP TR-FRET, EC30 CNP. Atrial natriuretic peptide receptor 2 (Homo sapiens), P20594. 0% at EC30 CNP, 100% saturating CNP. activation, % at 10 µM. 0.11% of 370,000 active;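 active = activation at 10 µM reaching about 35% in either raw or pattern-adjusted values, limit read from the data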
HGIII-sPLA2 inh – human group III sPLA2 inhibitors, primary screen, biochemical, QFRET, BODIPY PC-A2 liposome substrate; QFRET BODIPY PC-A2 liposome hydrolysis, fluorescence; inhibition, % at 12.2 µM; 0.56% of 370,000 active; AID 743126, 2013;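 active = inhibition above mean plus 3 SD of compounds lying within the high and low control bounds, cut at about 19% in these data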;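 also: 0% = median of test compound wells and 100% = no enzyme DMSO wells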
Target sequence (Q9NZ20 whole entry, looked up): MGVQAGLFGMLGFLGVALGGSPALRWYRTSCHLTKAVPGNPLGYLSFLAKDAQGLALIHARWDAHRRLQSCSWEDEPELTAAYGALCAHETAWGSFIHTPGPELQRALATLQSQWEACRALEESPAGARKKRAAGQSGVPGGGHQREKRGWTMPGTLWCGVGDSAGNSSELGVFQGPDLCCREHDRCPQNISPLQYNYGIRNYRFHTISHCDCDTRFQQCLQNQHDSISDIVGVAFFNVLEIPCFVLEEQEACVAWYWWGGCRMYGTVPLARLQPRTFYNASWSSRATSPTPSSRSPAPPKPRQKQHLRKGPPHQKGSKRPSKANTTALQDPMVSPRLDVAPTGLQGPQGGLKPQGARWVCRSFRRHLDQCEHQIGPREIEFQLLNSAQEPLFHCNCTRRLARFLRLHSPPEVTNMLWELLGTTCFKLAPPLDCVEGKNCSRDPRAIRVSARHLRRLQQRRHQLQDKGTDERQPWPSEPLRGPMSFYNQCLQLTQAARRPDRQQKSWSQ
GC-A act – GC-A stimulated cGMP production enhancers – HEK293 GC-A cells, cGMP TR-FRET, EC30 ANP, primary screen. Atrial natriuretic peptide receptor 1 (Homo sapiens), P16066. 0% at EC30 ANP, 100% saturating ANP. activation, % at 10 µM. 0.14% of 370,000 active; in the data active = activation above about 40%
DAX1 inh-1 – DAX1 (NR0B1) inhibitors on StAR promoter, primary screen, cell-based, luminescence, SF-1 (NR5A1), full-length DAX-1; HEK293T StAR-luciferase reporter, SF-1/DAX-1 repression relief; inhibition, % at 6.8 µM; 1.1% of 370,000 active; AID 652010, 2013;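 active = inhibition above the mean over all tested compounds plus 3 SD, cut at about 3.6% in these data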;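 also: 0% = DAX-1 cells with DMSO and 100% = cells lacking DAX-1 with DMSO; higher inhibition means more luminescence from relief of DAX-1 repression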
GAA850 FXN act – FXN promoter activators, primary screen, cell-based, luciferase luminescence, HEK293 lucGAA850 | HEK293 lucGAA850 FXN promoter luciferase reporter, 24 h; percent of 10 µM SAHA response | 0.56% of 360,000 active | AID 540364, 2011 | activation, % at 6 µM;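 active = activation above the average of all compounds screened plus 3 SD, cutoff fixed separately per campaign, cut at about 7.5% in these data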;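 also: 0% = DMSO wells and 100% = 10 µM SAHA wells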
KLK7 zymogen act – proKLK7 zymogen activators, primary screen, biochemical, fluorescence intensity. activation, % at 7 µM. Kallikrein-7 (Homo sapiens), P49862. AID 652039, 2013. 0.9% of 370,000 active. purified proKLK7, EDANS-DABCYL substrate fluorescence; 100% is mature enzyme control, 0% vehicle;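 active = activation above the mean of all tested compounds plus 3 SD, computed per campaign excluding outliers beyond control limits, cut at about 13% in these data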
Target sequence (P49862 whole entry, looked up): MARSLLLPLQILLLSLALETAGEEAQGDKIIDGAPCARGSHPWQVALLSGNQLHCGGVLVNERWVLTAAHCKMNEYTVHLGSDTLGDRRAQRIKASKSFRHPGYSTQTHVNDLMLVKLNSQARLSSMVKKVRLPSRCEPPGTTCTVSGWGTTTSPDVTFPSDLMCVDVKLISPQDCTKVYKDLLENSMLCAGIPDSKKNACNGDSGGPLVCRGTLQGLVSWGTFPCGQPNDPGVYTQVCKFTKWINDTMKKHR
DAX1 inh-2 – DAX1 (NR0B1) inhibitors, primary screen, cell-based, HEK293, Gal4-DAX1, luciferase luminescence; AID 504766, 2011; HEK293 Gal4-DAX1 luciferase reporter; 0.99% of 340,000 active; inhibition, % at 6.75 µM;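 active = inhibition above the mean over all tested compounds plus 3 SD, cut at about 4.2% in these data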;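 also: 0% = DAX1-transfected cells with DMSO and 100% = empty-vector control cells with DMSO; inhibition shows as a rise in luminescence from relieved DAX1 repression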
Target sequence (P51843 207-470 limits assumed): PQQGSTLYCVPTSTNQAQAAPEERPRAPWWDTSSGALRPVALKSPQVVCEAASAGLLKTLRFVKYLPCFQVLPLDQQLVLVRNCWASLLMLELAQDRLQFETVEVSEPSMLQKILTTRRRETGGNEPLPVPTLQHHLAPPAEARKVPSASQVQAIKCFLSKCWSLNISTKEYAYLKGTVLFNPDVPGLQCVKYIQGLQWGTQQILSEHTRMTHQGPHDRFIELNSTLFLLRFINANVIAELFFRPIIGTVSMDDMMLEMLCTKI
ssDAF-12 act – S. stercoralis DAF-12 nuclear receptor activators, primary screen, cell-based, luminescence, HEK293, GRIP1 co-expression, lit1-tk-luc. HEK293 ssDAF-12/GRIP1 lit1-tk-luc reporter; % of 3 µM dafachronic acid response. AID 652126, 2013. Nuclear hormone receptor DAF-12 (Strongyloides stercoralis). activation, % at 6.8 µM. 1% of 370,000 active;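 active = activation above the mean over all tested compounds plus 3 SD, cut at about 0.9% in these data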;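 also: 0% = DMSO-only wells and 100% = 3 µM delta7-dafachronic acid wells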
* hit, by the source's call; · = no result given.

SMILES | hcDAF12 agonist | hgDAF-12 ag | SMARCA2 act | NPR2 activator | HGIII-sPLA2 inh | GC-A act | DAX1 inh-1 | GAA850 FXN act | KLK7 zymogen act | DAX1 inh-2 | ssDAF-12 act
O=C(Cc1ccc(Cl)cc1)Nc1ccc(NC(=O)c2ccccc2)cc1 | -0.5 | -1.9 | 0 | 6 | -2 | 3 | -0.4 | 2.5 | 0.6 | -1.0 | -1.3
CNC(=S)N(C)c1ccccc1 | -1.1 | -1.4 | 2 | 3 | 2 | 0 | 0.8 | 0.1 | -0.2 | 1.2 | -1.1
Nc1cccnc1Oc1ccc(F)cc1F | -1.0 | 1.4 | 1 | 3 | -21 | 3 | -0.3 | -0.1 | 0.1 | 0.2 | -1.1
O=C1C(=NO)CC(c2ccccc2)N1c1ccccc1 (configuration not stated) | 1.8 | 3.4 | -2 | 2 | -27 | -2 | 0.3 | 0.6 | 0.1 | 0.5 | -1.2
COc1cc(CCNC2=CC(=O)c3ncccc3C2=O)ccc1O | -1.3 | -6.7 | -7 | -11 | 1 | -10 | -3.1 | 0.2 | -0.1 | 0.0 | -0.8
COc1ccc(NS(=O)(=O)c2cccc(NC(=O)C3=NN(c4ccccc4)C(=O)CC3)c2)cc1 | -1.8 | -3.9 | -3 | -9 | -33 | -7 | -5.8 | -1.6 | 0.6 | -1.9 | -1.6
N#Cc1cccc(NC(=O)COC(=O)CCc2ccc(S(=O)(=O)N3CCOCC3)cc2)c1 | 0.5 | 0.3 | 4 | 2 | -2 | 3 | 0.7 | 2.5 | -0.1 | -0.4 | 0.8
CCOc1ccc(OCC)c(S(=O)(=O)NNC(=O)c2c(C)nc3ccccn23)c1 | -0.7 | -2.8 | -5 | 2 | -6 | -3 | 1.1 | -2.1 | -0.1 | -1.1 | -1.6
CC(C)(C)N(Cc1ccccc1)C(=O)c1ccc2c(c1)OCCO2 | -1.0 | -1.7 | -7 | -4 | 9 | -5 | -1.1 | 0.2 | -0.3 | -1.5 | -1.6
COc1ccc(CCNC(=O)Cn2nnc(-c3cccs3)n2)cc1OC | 0.8 | -1.9 | 0 | 3 | -4 | 0 | -0.5 | 2.0 | -0.9 | -1.4 | -1.1
CCOc1ccc(S(=O)(=O)N(CC)CC(=O)NCc2ccncc2)cc1 | -1.6 | -0.1 | 2 | 6 | 0 | -2 | 0.0 | 1.9 | -0.3 | -0.8 | -0.8
CN(Cc1cc2cc(F)ccc2[nH]1)Cc1nc(-c2cnccn2)no1 | 2.2 | 5.0 | 2 | 1 | -8 | -1 | 0.6 | 2.2 | 0.4 | 0.8 | -1.3
O=C(CNC(=O)c1ccc2ccccc2c1)Nc1ncccc1O | 0.2 | 4.2 | 3 | 2 | -2 | -1 | 1.3 | 2.5 | 0.3 | 0.8 | -0.9
Cc1ccc2c(CC(=O)N3CCN(S(=O)(=O)c4cccs4)CC3)coc2c1 | -0.2 | -1.0 | 2 | -1 | -14 | 2 | -0.5 | 1.2 | -0.2 | -0.7 | -1.3
CCCN(C(=O)c1c(-c2ccccc2)noc1C)c1c(N)n(Cc2ccccc2)c(=O)[nH]c1=O | -0.8 | 2.0 | -1 | 5 | 4 | 3 | -1.4 | -0.2 | 0.4 | -0.1 | -0.8
COc1cccc(CN2CCN(c3nc4nonc4nc3N3CCCCC3)CC2=O)c1 | -0.5 | -0.3 | -4 | 5 | 3 | -2 | -0.1 | 0.9 | -1.1 | 1.1 | -0.8
CS(=O)(=O)N1CC(C(=O)NC2CCCC2)Oc2ccc(Cl)cc21 (configuration not stated) | -1.6 | -0.9 | 2 | 0 | 2 | -8 | -0.2 | 0.2 | 0.2 | -1.0 | -1.5
CN(C)S(=O)(=O)c1ccc2c(c1)nc1n2CCC1 | -1.2 | -1.8 | -4 | 1 | 3 | 3 | 0.2 | 1.0 | 0.2 | 0.1 | -0.9
Cc1ccccc1C(=O)N(Cc1cccs1)C1CCS(=O)(=O)C1 (configuration not stated) | 0.0 | 4.8 | -1 | 3 | 0 | -3 | -0.3 | 2.3 | 0.1 | -0.1 | -1.6
COC(=O)C1=C(C)NC(=S)NC1c1ccc(OC)cc1 (configuration not stated) | -0.5 | 0.7 | -1 | 10 | 10 | 6 | -1.2 | · | -0.1 | · | -0.7
O=C(Nc1ccccc1F)c1ccc(CSc2ccccc2)o1 | 0.1 | 9.1 | 1 | 5 | -10 | 0 | 0.3 | 2.5 | 0.6 | 0.1 | -0.2
CNc1ccc(C2(O)C(=O)c3ccccc3C2=O)cc1 | 0.3 | 1.3 | -1 | 1 | 1 | -2 | 0.3 | 2.4 | 0.8 | 1.2 | -1.1
COn1c(SCc2ccc(Cl)cc2)nc2ccccc2c1=O | -2.7 | 4.2 | -3 | -6 | -12 | -10 | -0.9 | -0.8 | -0.2 | 0.8 | -2.0
Cc1csc(=O)n1CCC(=O)NCc1ccc(F)cc1 | 0.9 | -2.0 | -4 | 1 | 13 | 0 | -0.7 | 0.1 | -0.3 | 0.8 | -1.0

Some of these compounds in order of molecular weight, descending.
SMILES | hcDAF12 agonist | hgDAF-12 ag | SMARCA2 act | NPR2 activator | HGIII-sPLA2 inh | GC-A act | DAX1 inh-1 | GAA850 FXN act | KLK7 zymogen act | DAX1 inh-2 | ssDAF-12 act
CS(=O)(=O)N1CC(C(=O)NC2CCCC2)Oc2ccc(Cl)cc21 (configuration not stated) | -1.6 | -0.9 | 2 | 0 | 2 | -8 | -0.2 | 0.2 | 0.2 | -1.0 | -1.5
COn1c(SCc2ccc(Cl)cc2)nc2ccccc2c1=O | -2.7 | 4.2 | -3 | -6 | -12 | -10 | -0.9 | -0.8 | -0.2 | 0.8 | -2.0
O=C(Nc1ccccc1F)c1ccc(CSc2ccccc2)o1 | 0.1 | 9.1 | 1 | 5 | -10 | 0 | 0.3 | 2.5 | 0.6 | 0.1 | -0.2
Cc1csc(=O)n1CCC(=O)NCc1ccc(F)cc1 | 0.9 | -2.0 | -4 | 1 | 13 | 0 | -0.7 | 0.1 | -0.3 | 0.8 | -1.0
COC(=O)C1=C(C)NC(=S)NC1c1ccc(OC)cc1 (configuration not stated) | -0.5 | 0.7 | -1 | 10 | 10 | 6 | -1.2 | · | -0.1 | · | -0.7

Next part.
SMILES | hcDAF12 agonist | hgDAF-12 ag | SMARCA2 act | NPR2 activator | HGIII-sPLA2 inh | GC-A act | DAX1 inh-1 | GAA850 FXN act | KLK7 zymogen act | DAX1 inh-2 | ssDAF-12 act
CCC(=O)N1CCc2cc(S(=O)(=O)NC(C(=O)N3CCN(c4ccc(F)cc4)CC3)C(C)C)ccc21 (configuration not stated) | -1.9 | -1.7 | -1 | 1 | -3 | 1 | 0.2 | -2.1 | 0.5 | -0.4 | -1.1
COc1ccc(-c2cc(NC(C)=O)c3ncc(-c4ccc(OC)c(OC)c4)n3c2)cc1OC | 0.6 | -4.9 | 1 | 6 | -10 | 20 | -0.9 | 3.0 | -1.3 | · | -1.1
Nc1nc(Cl)cc(Nc2ccccc2Cl)n1 | -2.7 | 1.1 | 9.5* | 0 | 5 | 1 | 0.2 | 5.0 | 0.4 | 4.0 | -0.8
CCCCN(CC)C(=O)c1ccc(Cl)cc1 | -0.9 | 1.8 | -3 | -4 | 5 | -6 | 0.8 | 2.1 | 0.1 | 0.7 | -1.5
Cc1ccc(S(=O)(=O)N2CCN(C(=O)N3CCOCC3)C2C)cc1 (configuration not stated) | -1.2 | 0.3 | -3 | 0 | 5 | -3 | -0.3 | -1.7 | 0.1 | 1.1 | -0.8
Cc1ccc(-c2csc(C(O)c3ccccc3)n2)cc1C (configuration not stated) | -0.1 | 3.3 | 0 | -2 | -4 | 0 | 0.8 | -1.1 | -0.4 | · | -1.3
CC1(C)ON=C(c2cccc(F)c2)NC1=O | -0.4 | 0.4 | 0 | -10 | 0 | -1 | -0.8 | -2.6 | -0.2 | · | -1.3
COCCCNc1ncnc2ccc(C)cc12 | -1.9 | -1.2 | -2 | 5 | 6 | 0 | -1.1 | -1.2 | -0.6 | -1.6 | -1.0
CC1CCCC(C)N1S(=O)(=O)c1ccc(S(=O)(=O)NCc2ccccc2)cc1 (configuration not stated) | -2.1 | -2.4 | -2 | -1 | -2 | 0 | 0.3 | -1.4 | 0.0 | 1.1 | -0.5
Cc1ccc(NC(=O)CN2C(=O)NC3(CCc4ccccc43)C2=O)cc1 (configuration not stated) | -0.3 | 0.9 | -1 | -1 | -1 | 2 | -0.1 | 0.1 | 0.0 | 0.4 | -0.9
O=Cc1cn(CC(=O)Nc2ccc(F)cc2)c2ccccc12 | -3.4 | -4.8 | 1 | 1 | -7 | -5 | -1.8 | -0.3 | 1.0 | -1.7 | -1.7
CCOC(=O)c1cnc2cc(C)nn2c1-c1ccccc1 | -2.6 | -0.5 | -2 | -3 | 5 | 2 | -0.3 | 3.0 | -0.2 | -0.2 | -1.3
C=CCn1c(SCC(=O)NC2CCCCC2)nnc1-c1ccc(OC)cc1 | -0.9 | 1.4 | -3 | -8 | 18 | 3 | -0.4 | 0.9 | 1.0 | -1.5 | -1.8
COc1cccc(C(=O)NCCSCc2c(F)cccc2Cl)c1 | 1.4 | 3.0 | 2 | -4 | -3 | 1 | 0.8 | 2.0 | -0.6 | 0.8 | -1.3
CCOCCCNC(=O)c1cc(Nc2ccc(OC)cc2OC)nc2ccccc12 | 1.6 | -2.4 | -2 | 1 | 1 | 7 | -0.8 | -0.6 | 1.1 | -1.7 | -1.5
COc1ccc(-c2oc3ccc(-c4cc(OC)c(OC)c(OC)c4)cc3c2C(=O)c2ccc(OC)nc2)cc1 | -2.1 | 0.6 | 1 | -9 | 1 | 0 | 0.5 | 1.8 | -0.1 | 0.7 | -1.4
CCCc1ccc(-c2cc(C(=O)N3CCN(c4ccccn4)CC3)c3ccccc3n2)cc1 | 0.3 | 3.7 | 4 | 2 | 0 | -4 | 0.0 | 1.1 | -0.3 | -0.1 | -1.0
CC(C)N(CCc1ccncc1)C(=O)Nc1ccc(F)cc1 | 0.8 | 2.0 | 6 | 2 | -2 | -1 | 1.1 | -0.1 | 0.3 | 0.2 | -1.4
CN(C)CCNc1ncnc2c1sc1nc(N3CCOCC3)c3c(c12)CC(C)(C)SC3 | -2.2 | -1.6 | 5 | 15 | -22 | 23 | -0.8 | -2.0 | -0.1 | -0.6 | -2.0
